SENP1 FRET inh = SENP1 (human) catalytic domain inhibition | 360,000 tested, 0.21% active | recombinant SENP1 catalytic domain, CyPet-SUMO1-YPet FRET cleavage | AID 624204 | inhibition, % at 10 µM;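 active means inhibition at least 30% at 10 µM, raw YFP signal under a set limit, fluorescence ratio 0.5 to 1.5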;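 further: 0% = enzyme with DMSO and 100% = no enzyme wells; some results filed as inactive read as strong as hits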
Target sequence (Q9P0U3 419-644 limits assumed): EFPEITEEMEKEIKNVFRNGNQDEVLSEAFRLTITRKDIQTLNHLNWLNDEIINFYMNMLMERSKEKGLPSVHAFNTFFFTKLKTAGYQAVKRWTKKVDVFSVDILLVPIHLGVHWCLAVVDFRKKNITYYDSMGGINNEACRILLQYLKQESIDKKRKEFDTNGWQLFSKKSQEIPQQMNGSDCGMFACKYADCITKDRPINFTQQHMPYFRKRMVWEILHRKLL
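Assay system – human recombinant His6-tagged SENP1 catalytic domain enzyme · Input – SENP1 enzyme, 20 pM final · Buffer or medium – Tris pH 8 buffer plus EDTA, NaCl, BME, BSA, NP40, catalase · Schedule – 50 min reaction at room temperature · Technique – FRET read of cyan and yellow fluorescence · Control set – no-enzyme wells low, DMSO-plus-enzyme wells high control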
SENP8 block = SENP8 (human) protease inhibition | inhibition, % at 20 µM | AID 602440 | recombinant SENP8, Nedd8 substrate fluorescence | 360,000 tested, 0.64% active; in the data active means inhibition mostly above about 40%, no sharp cut-off; inactive means mostly below about 27%
Target sequence (Q96LD8 whole entry, looked up): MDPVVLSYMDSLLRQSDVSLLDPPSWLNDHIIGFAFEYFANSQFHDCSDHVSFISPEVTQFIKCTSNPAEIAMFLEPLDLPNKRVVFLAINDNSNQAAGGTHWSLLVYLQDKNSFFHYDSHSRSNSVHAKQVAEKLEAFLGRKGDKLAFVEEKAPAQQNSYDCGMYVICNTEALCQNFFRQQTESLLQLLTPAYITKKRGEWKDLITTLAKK
* marks the source's active call; other numbers are inactive results; i = inactive. An excerpt; the hit share may differ from the screen's.

Values run as follows: SENP1 FRET inh, SENP8 block
> CCOC(=O)[C@]12CCCC=C1N(Cc1ccco1)C(=O)[C@H](CC(=O)NCc1cccc3ccccc13)C2
    1, 16
> O=C(Nc1ncnc2c1ncn2[C@@H]1O[C@H](/C=C/C(=O)N2CCN(c3ccc(F)cc3)CC2)[C@@H](O)[C@H]1O)c1ccccc1
    2, 16
> OC[C@@H]1CN(Cc2ccco2)C[C@H](n2cnc3c(N4CCOCC4)ncnc32)O1
    2, 10
> COc1cccc(C(O)c2nc(-c3cccc(C(=O)O)c3)cs2)c1 (stereo not drawn)
    4, 5
> COc1cccc(C(O)c2nc(-c3cc4ccccc4o3)cs2)c1 (stereo not drawn)
    4, 3
> CN(C)CCNC(=O)c1[nH]c(C(F)(F)F)nc1-c1ccccc1
    1, 25
> Cc1ccc(CSc2nnc(-c3ccccn3)n2Cc2cccs2)cc1
    1, -12
> CS(=O)(=O)N1CCCCC1c1cc(C(=O)Nc2cccc3c2CCCC3)no1 (stereo not drawn)
    3, 18
> OC(c1ccc(Cl)cc1)c1ncc(-c2ccccc2Cl)[nH]1 (stereo not drawn)
    3, 13
> Cn1ccc2c(N3CCCCCC3)cc3c(c21)C1CCC3C1 (stereo not drawn)
    2, 15

The results go on:
Values run as follows: SENP1 FRET inh, SENP8 block
> O=C(Nc1ccc2c(c1)OCCO2)C(c1ccccc1F)n1c(=O)c(-c2cc3ccccc3[nH]2)nc2ccccc21 (stereo not drawn)
    -18, -420
> CC(C)N(C)c1ncnc2c1ncn2[C@H]1CN(CCN2CCOCC2)C[C@@H](CO)O1
    0, 15
> COC(=O)[C@@]12C[C@@H](CC(=O)NCCC(C)C)C(=O)N(Cc3cccc4ccccc34)C1=CCC(C)(C)C2
    4, 17
> NC(Cc1ccccc1)c1csc(Nc2nccc(C(F)(F)F)n2)n1 (stereo not drawn)
    -1, 6
> CCOC(=O)C1=CCN(S(=O)(=O)c2ccccc2Br)C1c1cccc(C)c1 (stereo not drawn)
    3, 7
> CC1(C(=O)Nc2ccc3[nH]ncc3c2)CCN1C(=O)C/C=C/c1ccccc1 (stereo not drawn)
    1, 21
> CCC(=O)N1CCC1(C)C(=O)Nc1cccc(OC)c1 (stereo not drawn)
    2, 14
> COc1ccc2sc3cccc(NCCN(C)C)c3c(=O)c2c1
    25, 29
> CC(C)OC(=O)CC(=O)CC(O)c1cccc([N+](=O)[O-])c1 (stereo not drawn)
    1, 14
> CC(C)=CCn1c2ccc(NC(=O)NCc3ccc(F)cc3)cc2c(=O)n1C
    2, -496

(continued)
Values run as follows: SENP1 FRET inh, SENP8 block
> CCCCNC(=O)c1nc(-c2cnc(C)cn2)oc1-c1ccc(Cl)cc1
    5, -431
> Cc1cccc(C)c1NC(=O)C(c1ccc(C#N)cc1)n1c(=O)c(-c2cc3ccccc3[nH]2)nc2ccccc21 (stereo not drawn)
    -18, -386
> CCCc1cnc(Nc2nc(C(N)Cc3ccc(OC)cc3)cs2)nc1 (stereo not drawn)
    3, 20
> COCC(=O)N[C@H]1C=C[C@@H](CC(=O)NCc2ccccc2OC)O[C@@H]1CO
    1, 7
> O=S1(=O)C[C@H](N2CCOCC2)[C@@H](COCc2ccccc2)N1
    0, 20
> COc1cccc(C(C)(O)c2nc(-c3csc4ccccc34)cs2)c1 (stereo not drawn)
    0, 20
> Cc1cc(N2CCN(C(C(=O)NC3CCCC3)C(C)C)CC2)c2ccccc2n1 (stereo not drawn)
    2, 20
> CCCNC(=O)C1(C)CCCN(Cc2cc(-c3ccccc3)nn2C)C1 (stereo not drawn)
    2, 13
> COc1cccc(NC(=O)N2CCc3nc(Nc4cc(Cl)cc(Cl)c4)ncc3C2)c1
    -62, -195
> COc1ccc(Nc2nc(NCc3cccs3)nc3ccsc23)cc1OC
    -2, -96

Next section.
Values run as follows: SENP1 FRET inh, SENP8 block
> COC(=O)c1cccc(CN2C(=O)C(C)Sc3ccc(C)cc32)c1 (stereo not drawn)
    2, 0
> COc1ccc(Nc2c(-c3cc4ccccc4o3)nc3nc(C)cc(C)n23)cc1
    6, -79
> CC(=O)NC(c1ccccc1)c1nc(-c2cc(F)cc(F)c2)cs1 (stereo not drawn)
    2, 7
> COc1cccc(-c2cnc(C(O)c3ccc(Cl)c(F)c3)[nH]2)c1 (stereo not drawn)
    -1, 9
> O=C(Nc1ccc(F)c(Cl)c1)c1cc(C2CCCN(C(=O)CCc3ccccc3)C2)on1 (stereo not drawn)
    0, 22
> O=C(NCCc1ccccc1)c1[nH]c(C(F)(F)F)nc1-c1ccccc1
    0, 30
> Cc1noc(C)c1C(=O)N1CCC1(C)C(=O)NS(=O)(=O)c1ccccc1C(F)(F)F (stereo not drawn)
    3, 19
> Fc1cccc(Cc2c(-c3cccc(Br)c3)nc3c(Cl)cc(C(F)(F)F)cn23)c1
    -2, -74
> CCCS(=O)(=O)NC(=O)C1(C)CCN(C(=O)c2ccc3ccccc3c2)C1 (stereo not drawn)
    4, 21
> CNc1ccc(-c2cccc(CO)c2)cn1
    4, -496

Next section
Values run as follows: SENP1 FRET inh, SENP8 block
> COc1ccc(-c2nc3c4ccccc4ccn3c2CC2CCCCC2)cc1OC
    -10, -316
> O=C(c1cc2c(c(-c3cccc(-c4ccc(F)cc4)c3)n1)[C@H](CCO)N(C(=O)c1ccc3c(c1)OCO3)C2)N1CCOCC1
    1, 15
> COc1cccc(-c2cccc3c2NC(=O)C3(C)Cc2cccc(F)c2)c1 (stereo not drawn)
    -2, -6
> CC1(C(=O)Nc2cccc(Oc3ccccc3)c2)CCN1Cc1ccccc1Cl (stereo not drawn)
    0, -13
> CNc1ccc(-c2cccc(C#N)c2)cn1
    1, i
> C#CCNC(=O)c1csc([C@@H]2O[C@H](CO)[C@@H](O)[C@H]2O)n1
    -1, 7
> Cc1cc2nc(-c3ccco3)c(CC(C)(C)C)n2c(C)c1Br
    -5, 11
> CCOc1ccc(CCN2C(=O)C(=O)N([C@@H](CC(C)C)CN3CCC[C@@H]3CN3C(=O)C(=O)NC[C@@H]3CC(C)C)C[C@@H]2Cc2ccccc2)cc1
    0, 12
> CC1(C(=O)NS(=O)(=O)c2cccc(Cl)c2)CCN1C(=O)c1ccccc1 (stereo not drawn)
    -1, 9
> CC(C)C1OC(CCc2ccccc2)Cc2[nH][nH]c(=O)c21 (stereo not drawn)
    2, 2

The results go on:
Values run as follows: SENP1 FRET inh, SENP8 block
> CCOC(=O)C1=CCN(S(=O)(=O)c2ccccc2F)C1c1cccc(C)c1 (stereo not drawn)
    5, 16
> COCCNc1nc(Oc2ccc(C(N)=O)cc2)c2sccc2n1
    2, -236
> COC(=O)[C@@]1(Sc2ccc(C)cc2)CC(=O)N[C@@H]1c1ccccc1
    -1, -4
> CC(C)NC(=O)c1cc(C2CCCCN2S(=O)(=O)c2cccc3cccnc23)on1 (stereo not drawn)
    2, 12
> CSC1=NC=C(C#N)C2=NC(c3c(Cl)cccc3Cl)NN12 (stereo not drawn)
    0, 52*
> CCCC(=O)N1CCCC1(C)C(=O)Nc1ccc2nc(C)ccc2c1 (stereo not drawn)
    1, -46
> C[C@H](c1ccccc1)N1C[C@H](COCc2ccccc2)Oc2cc(N3CCC[C@@H]3CO)ccc2S1(=O)=O
    -7, 1
> CCN(CCO)CC1CCCC2CCCCC21 (stereo not drawn)
    0, 6
> CC(C)NC(=O)C1(C)CCN1C(=O)c1ccccc1F (stereo not drawn)
    1, 4
> CCCCn1nnnc1C(c1cc2ccccc2o1)N1CCN(c2ccccc2F)CC1 (stereo not drawn)
    3, 14

Following part:
Values run as follows: SENP1 FRET inh, SENP8 block
> Cc1ccc(C)c(C(O)c2ncc(-c3ccccc3Cl)[nH]2)c1 (stereo not drawn)
    2, 18
> c1ccc(-c2nc3c4ccccc4ccn3c2CC2CCCCC2)cc1
    -2, -250
> NC(=O)c1cccc(-c2csc(C(O)c3ccccc3)n2)c1 (stereo not drawn)
    2, 7
> COc1cccc(S(=O)(=O)N(C)C[C@H]2OCc3cn(nn3)CCCC(=O)N([C@@H](C)CO)C[C@@H]2C)c1
    -1, 22
> Cc1ccc2cc(F)c(F)c(F)c2n1
    1, 16
> CCCC[C@@H]1Cc2[nH][nH]c(=O)c2[C@H](c2cccc3ccccc23)O1
    3, 9
> COc1ccc(C(O)c2ncc(-c3ccc4ccccc4c3)[nH]2)cc1 (stereo not drawn)
    -4, -239
> CCCNC(=O)C1(C)CCN(Cc2ccc(-c3ccccn3)cc2)C1 (stereo not drawn)
    -1, 7
> CC1(C)OC(=O)C2=C(C[C@@H](C3CC3)O[C@H]2CCc2cccc(Cl)c2)O1
    1, 4
> COc1ccc(Cl)cc1-c1cc(C(=O)N[C@H](C)c2ccccc2)[nH]n1
    2, 5

Continued.
Values run as follows: SENP1 FRET inh, SENP8 block
> CC(=O)Nc1cccc(Oc2nc(NCCN(C)C)nc3ccsc23)c1
    -1, -1
> CCCC(=O)N1CCCC1(C)C(=O)Nc1ccc2c(c1)CCN2C(C)=O (stereo not drawn)
    1, -7
> CCOC(=O)[C@]12CCC=C1N(Cc1ccc(Cl)cc1Cl)C(=O)[C@H](CC(=O)NCc1cccc3ccccc13)C2
    -1, 5
> O=C1NC[C@@H](CCCCN2C[C@H](Cc3ccccc3)N(CC3CCCCC3)C(=O)C2=O)N(CC2CCCCC2)C1=O
    1, 4
> O=C(NC1CCCCC1)C(c1ccccc1)n1c(=O)c(-c2cc3ccccc3[nH]2)nc2ccccc21 (stereo not drawn)
    -19, -403
> CCc1nc2ccc(C(=O)N3CCCCC3)cn2c1N(C)CCCc1ccccc1
    -1, 2
> COc1ccc(OC)c(NC(=O)C2(C)CCN2Cc2cccc(OC)c2F)c1 (stereo not drawn)
    6, 6
> COc1ccc(S(=O)(=O)NC(=O)C2(C)CCN2C(=O)Cc2cccc3ccccc23)cc1 (stereo not drawn)
    0, 11
> CC1(C(=O)NS(=O)(=O)c2ccccc2C(F)(F)F)CCN1C(=O)CC1CCCC1 (stereo not drawn)
    0, 16
> COc1cccc(OC2(C)CCN(Cc3ccc(-c4ccccn4)cc3)C2)c1 (stereo not drawn)
    2, 19
> CCc1nc2ccc(C(=O)N3CCN(C(=O)c4ccco4)CC3)cn2c1N(C)C(=O)Nc1ccccc1OC
    2, -10
> Cc1cc(C)cc(C(O)c2ncc(-c3ccc(Cl)cc3)[nH]2)c1 (stereo not drawn)
    0, 8

In the list so far, these have an NH in an aromatic ring.
Values run as follows: SENP1 FRET inh, SENP8 block
> CN(C)CCNC(=O)c1[nH]c(C(F)(F)F)nc1-c1ccccc1
    1, 25
> OC(c1ccc(Cl)cc1)c1ncc(-c2ccccc2Cl)[nH]1 (stereo not drawn)
    3, 13
> O=C(Nc1ccc2c(c1)OCCO2)C(c1ccccc1F)n1c(=O)c(-c2cc3ccccc3[nH]2)nc2ccccc21 (stereo not drawn)
    -18, -420
> CC1(C(=O)Nc2ccc3[nH]ncc3c2)CCN1C(=O)C/C=C/c1ccccc1 (stereo not drawn)
    1, 21
> Cc1cccc(C)c1NC(=O)C(c1ccc(C#N)cc1)n1c(=O)c(-c2cc3ccccc3[nH]2)nc2ccccc21 (stereo not drawn)
    -18, -386
> COc1cccc(-c2cnc(C(O)c3ccc(Cl)c(F)c3)[nH]2)c1 (stereo not drawn)
    -1, 9
> O=C(NCCc1ccccc1)c1[nH]c(C(F)(F)F)nc1-c1ccccc1
    0, 30
> CC(C)C1OC(CCc2ccccc2)Cc2[nH][nH]c(=O)c21 (stereo not drawn)
    2, 2
> Cc1ccc(C)c(C(O)c2ncc(-c3ccccc3Cl)[nH]2)c1 (stereo not drawn)
    2, 18
> CCCC[C@@H]1Cc2[nH][nH]c(=O)c2[C@H](c2cccc3ccccc23)O1
    3, 9
> COc1ccc(C(O)c2ncc(-c3ccc4ccccc4c3)[nH]2)cc1 (stereo not drawn)
    -4, -239
> COc1ccc(Cl)cc1-c1cc(C(=O)N[C@H](C)c2ccccc2)[nH]n1
    2, 5
> O=C(NC1CCCCC1)C(c1ccccc1)n1c(=O)c(-c2cc3ccccc3[nH]2)nc2ccccc21 (stereo not drawn)
    -19, -403
> Cc1cc(C)cc(C(O)c2ncc(-c3ccc(Cl)cc3)[nH]2)c1 (stereo not drawn)
    0, 8

A draw from above in order of molar mass, lowest first:
Values run as follows: SENP1 FRET inh, SENP8 block
> CCCC(=O)N1CCCC1(C)C(=O)Nc1ccc2c(c1)CCN2C(C)=O (stereo not drawn)
    1, -7
> COc1cccc(OC2(C)CCN(Cc3ccc(-c4ccccn4)cc3)C2)c1 (stereo not drawn)
    2, 19
> O=C1NC[C@@H](CCCCN2C[C@H](Cc3ccccc3)N(CC3CCCCC3)C(=O)C2=O)N(CC2CCCCC2)C1=O
    1, 4
